TSHR antagonist: human thyrotropin receptor antagonism; activity change, negative = inhibition, % at 11.5 µM; AID 504810; P16473; TSHR-expressing cells, TSH-stimulated cAMP HTRF, 2 h; hits give low values; hit rate 0.2% among 330,000;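 active means activity change below a set negative limit, meaning inhibition stronger than a set level, cut at about -70% in these data; inconclusive means activity change between two set negative limits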; further: on the % scale 0 is the no-effect control and ±100 the full control effect
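Read-out is FRET at 665 nm (cryptate excitation 337 nm) from a cryptate-tagged anti-cAMP antibody, competed by cell cAMP against cAMP-d2. Compounds are tested on freshly harvested TSHR cells challenged with 4nM TSH (EC80) for 2 hours at 37 deg C.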
Coupling enz: counter-screen for Giardia aldolase inhibitors: coupling enzyme system | coupling enzyme system counterscreen, AmpLite Red fluorescence | hit rate 0.67% among 290,000 | AID 2472 | activity change, negative = inhibition, % at 58.2 µM, hits read low; in the data active means activity change below about -30%; further: on the % scale 0 is the no-effect control and ±100 the full control effect
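Coupling enzymes only (glyceraldehyde-3-phosphate) + compound, at 57.5 uM final, 10 min RT; add substrate/coupling/AmpLite Red mix, 20 min RT; fluorescence ex 525/em 598 nm. Actives flag coupling-system interference.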
KCNH2 WT inh: KCNH2 (human, wildtype) channel inhibition; Q12809; U2OS, BacMam KCNH2, thallium flux FluxOr; hits give low values; activity change, % at 1.84 µM; hit rate 0.37% among 340,000; AID 720551;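 active means maximum activity change below -70%; inconclusive means maximum activity change between -70% and -50%; inactive means maximum activity change above -50%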; further: on the % scale 0 is the no-effect control and ±100 the full control effect
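U2OS cells transduced with wild-type KCNH2 virus are loaded with FluxOr dye for 45 min, and thallium flux is measured in kinetic reads before and after stimulation buffer. Rate constants are normalized to DMSO controls.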
MLL CXXC-DNA inh: MLL CXXC-DNA interaction inhibition; Q03164; MLL-CXXC / FITC-HOXA9 DNA fluorescence polarization; Potency, µM (top dose mostly 115 µM), for the others: top-dose activity change, negative = inhibition, hits mostly inhibitors; hit rate 0.037% among 290,000; active means well fitted inhibition curve with a large enough effect in the polarisation, with a control signal flat, not every such curve was filed as active; inconclusive means small, poorly fitted or top-dose-only effect, or effect the other way, or a change in a side signal; inactive means no such curve, though single readings can be large or run the other way; the % refers to the polarisation; further: potency means the concentration at half of the fitted maximal effect
Target sequence (Q03164 whole entry, looked up): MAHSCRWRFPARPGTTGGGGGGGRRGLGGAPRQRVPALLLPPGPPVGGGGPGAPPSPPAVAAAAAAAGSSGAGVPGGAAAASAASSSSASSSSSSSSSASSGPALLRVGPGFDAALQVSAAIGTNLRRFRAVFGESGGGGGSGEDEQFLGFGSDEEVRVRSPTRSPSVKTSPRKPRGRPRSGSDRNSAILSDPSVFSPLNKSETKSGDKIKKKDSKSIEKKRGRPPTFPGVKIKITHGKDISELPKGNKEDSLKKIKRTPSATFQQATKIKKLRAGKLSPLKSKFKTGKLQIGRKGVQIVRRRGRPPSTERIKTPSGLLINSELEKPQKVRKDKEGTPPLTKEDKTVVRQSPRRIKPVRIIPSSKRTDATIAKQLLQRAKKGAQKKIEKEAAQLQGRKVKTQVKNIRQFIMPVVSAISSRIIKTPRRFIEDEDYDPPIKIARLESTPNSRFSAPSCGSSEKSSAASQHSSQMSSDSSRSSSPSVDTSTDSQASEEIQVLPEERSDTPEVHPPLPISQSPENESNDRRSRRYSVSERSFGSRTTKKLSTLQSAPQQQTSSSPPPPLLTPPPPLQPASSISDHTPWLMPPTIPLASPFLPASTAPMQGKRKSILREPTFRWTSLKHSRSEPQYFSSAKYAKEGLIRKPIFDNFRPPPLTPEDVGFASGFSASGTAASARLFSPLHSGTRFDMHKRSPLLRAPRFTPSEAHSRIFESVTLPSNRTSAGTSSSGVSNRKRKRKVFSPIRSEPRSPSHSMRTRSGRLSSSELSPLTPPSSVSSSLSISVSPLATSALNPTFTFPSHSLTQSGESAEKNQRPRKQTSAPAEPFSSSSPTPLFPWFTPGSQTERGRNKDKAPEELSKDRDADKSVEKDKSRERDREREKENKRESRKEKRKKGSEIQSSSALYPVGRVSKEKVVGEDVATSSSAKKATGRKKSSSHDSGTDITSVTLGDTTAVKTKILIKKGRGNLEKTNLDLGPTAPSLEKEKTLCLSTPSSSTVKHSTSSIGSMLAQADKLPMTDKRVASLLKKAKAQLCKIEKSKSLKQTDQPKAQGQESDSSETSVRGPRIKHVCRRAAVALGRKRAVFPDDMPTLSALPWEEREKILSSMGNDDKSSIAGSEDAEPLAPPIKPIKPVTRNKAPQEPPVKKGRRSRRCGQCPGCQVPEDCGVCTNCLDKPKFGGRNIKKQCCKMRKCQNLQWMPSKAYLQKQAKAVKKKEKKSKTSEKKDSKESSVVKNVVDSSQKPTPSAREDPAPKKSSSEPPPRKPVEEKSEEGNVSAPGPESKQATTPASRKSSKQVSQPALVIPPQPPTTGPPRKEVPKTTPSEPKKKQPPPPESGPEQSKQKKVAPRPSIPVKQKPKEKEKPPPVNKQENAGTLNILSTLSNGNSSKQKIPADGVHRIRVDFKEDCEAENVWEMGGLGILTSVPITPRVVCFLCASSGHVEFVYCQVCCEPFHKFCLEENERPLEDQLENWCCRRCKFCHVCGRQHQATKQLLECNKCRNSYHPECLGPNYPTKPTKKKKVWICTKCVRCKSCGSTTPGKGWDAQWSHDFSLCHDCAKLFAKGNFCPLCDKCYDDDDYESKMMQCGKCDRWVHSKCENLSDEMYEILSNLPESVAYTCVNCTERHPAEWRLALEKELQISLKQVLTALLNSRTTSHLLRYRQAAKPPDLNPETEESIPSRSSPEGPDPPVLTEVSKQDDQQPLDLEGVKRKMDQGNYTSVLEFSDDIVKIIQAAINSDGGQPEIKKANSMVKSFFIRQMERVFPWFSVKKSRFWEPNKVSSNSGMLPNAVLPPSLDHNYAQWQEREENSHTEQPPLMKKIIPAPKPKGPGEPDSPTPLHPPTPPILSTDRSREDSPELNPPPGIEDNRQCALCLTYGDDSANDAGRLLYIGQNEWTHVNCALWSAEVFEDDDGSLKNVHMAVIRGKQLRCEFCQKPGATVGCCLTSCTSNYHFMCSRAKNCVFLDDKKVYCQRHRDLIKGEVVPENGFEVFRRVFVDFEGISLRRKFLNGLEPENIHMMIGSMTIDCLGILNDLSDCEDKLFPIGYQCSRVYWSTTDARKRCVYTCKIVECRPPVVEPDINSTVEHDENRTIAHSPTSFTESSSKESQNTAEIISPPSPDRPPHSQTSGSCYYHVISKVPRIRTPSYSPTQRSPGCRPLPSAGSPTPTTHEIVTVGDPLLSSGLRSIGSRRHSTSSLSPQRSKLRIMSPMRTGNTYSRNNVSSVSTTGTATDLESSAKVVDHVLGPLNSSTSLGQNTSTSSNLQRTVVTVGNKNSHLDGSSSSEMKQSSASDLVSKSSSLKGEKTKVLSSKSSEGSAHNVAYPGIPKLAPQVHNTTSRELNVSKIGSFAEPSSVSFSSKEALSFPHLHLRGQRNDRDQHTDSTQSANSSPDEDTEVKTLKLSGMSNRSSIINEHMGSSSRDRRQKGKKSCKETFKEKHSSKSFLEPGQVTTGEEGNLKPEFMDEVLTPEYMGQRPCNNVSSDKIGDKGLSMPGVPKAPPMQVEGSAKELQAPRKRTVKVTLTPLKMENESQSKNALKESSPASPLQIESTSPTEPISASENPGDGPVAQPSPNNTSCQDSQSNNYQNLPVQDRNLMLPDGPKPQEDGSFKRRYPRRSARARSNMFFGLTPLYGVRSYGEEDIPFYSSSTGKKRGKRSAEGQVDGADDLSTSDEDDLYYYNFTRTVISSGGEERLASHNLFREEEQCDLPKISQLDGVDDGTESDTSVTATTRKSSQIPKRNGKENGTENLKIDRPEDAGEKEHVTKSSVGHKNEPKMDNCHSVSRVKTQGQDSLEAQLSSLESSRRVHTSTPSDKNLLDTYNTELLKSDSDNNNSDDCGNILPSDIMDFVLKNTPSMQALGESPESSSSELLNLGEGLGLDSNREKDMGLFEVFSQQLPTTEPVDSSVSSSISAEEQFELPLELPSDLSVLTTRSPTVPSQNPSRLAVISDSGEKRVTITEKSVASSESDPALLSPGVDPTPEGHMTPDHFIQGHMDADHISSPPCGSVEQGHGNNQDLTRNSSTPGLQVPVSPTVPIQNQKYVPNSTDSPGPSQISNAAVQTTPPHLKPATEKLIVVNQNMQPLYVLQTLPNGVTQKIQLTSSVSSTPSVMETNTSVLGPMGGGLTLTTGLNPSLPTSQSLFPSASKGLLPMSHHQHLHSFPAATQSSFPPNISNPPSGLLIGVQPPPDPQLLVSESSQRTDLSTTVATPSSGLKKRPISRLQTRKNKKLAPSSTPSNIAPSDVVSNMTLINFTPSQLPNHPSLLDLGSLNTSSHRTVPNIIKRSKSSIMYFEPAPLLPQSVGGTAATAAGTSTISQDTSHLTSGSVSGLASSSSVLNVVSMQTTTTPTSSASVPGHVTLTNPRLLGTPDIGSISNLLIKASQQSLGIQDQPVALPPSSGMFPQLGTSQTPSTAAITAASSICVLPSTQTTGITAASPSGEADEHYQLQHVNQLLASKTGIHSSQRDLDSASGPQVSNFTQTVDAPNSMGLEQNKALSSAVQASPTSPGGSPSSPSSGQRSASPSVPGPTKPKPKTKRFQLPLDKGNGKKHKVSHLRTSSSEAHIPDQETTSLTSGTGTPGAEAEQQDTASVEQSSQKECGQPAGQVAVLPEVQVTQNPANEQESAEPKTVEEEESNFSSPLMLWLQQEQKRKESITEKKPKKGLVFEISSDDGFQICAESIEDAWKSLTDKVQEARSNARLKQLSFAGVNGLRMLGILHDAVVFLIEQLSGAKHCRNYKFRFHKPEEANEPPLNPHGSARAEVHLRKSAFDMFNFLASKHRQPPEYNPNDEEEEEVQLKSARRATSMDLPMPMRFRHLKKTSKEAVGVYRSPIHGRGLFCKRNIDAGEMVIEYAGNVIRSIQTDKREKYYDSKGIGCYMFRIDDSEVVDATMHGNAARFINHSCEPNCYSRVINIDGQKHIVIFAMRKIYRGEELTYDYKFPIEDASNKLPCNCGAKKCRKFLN
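Purified MLL-CXXC (added from a 7 uM solution) was preincubated 5 min at ambient with pinned compounds in 50 mM Tris-HCl pH 7.5, 50 mM NaCl, 1 mM DTT, 0.05% BSA. Fluorescein-labeled HOX-A9 DNA (50 nM solution) followed, 30 min, then polarization read.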
Chronic BCR inh: chronic active BCR signaling inhibition. ABC-DLBCL IkBa-CBG/CBR reporter, luminescence ratio, 4 h. Potency, µM (titrated, usually from 46.1 µM), for the others: at the top dose ratio change, negative = lower green/red ratio, actives largely listed as inhibitors. hit rate 0.05% among 340,000; active means well fitted inhibition curve with a large enough effect in the signal ratio, with a control signal flat, not every such curve was filed as active; inconclusive means small, poorly fitted or top-dose-only effect, or effect the other way, or a change in a side signal; the % refers to the signal ratio;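 further: potency means the concentration at half of the fitted maximal effect; plate controls were basal doxycycline-induced cells for no effect and cells given 10 µM MG132 for full effect; MG132 reads +100%, hits lower the ratio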
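TMD8 ABC-DLBCL cells carrying doxycycline-inducible green luciferase fused to IkappaBalpha plus unfused red luciferase were exposed to compounds (up to 46 uM) for 4 hrs at 37C. Activity came from the overlap-corrected green/red luminescence ratio.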
TCR activator: T cell receptor activation. Potency, µM (series often up to 9.22 µM), for the others: at the top dose activation of IL-2 secretion, hits mostly activators. 330,000 tested, under 10 active. primary human leukocytes, anti-CD3, IL-2 HTRF, 48 h; further: % of control where 0% means no effect
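Using a-CD3 beads without co-stimulation, primary human leukocytes were exposed to compounds for 48 hr. An HTRF IL-2 kit measured the cytokine, with europium-to-d2 energy transfer producing emission at 665nm upon 320nm excitation.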
Giardia killer: kills Giardia lamblia; Giardia lamblia trophozoite viability; activity change, % at 7.66 µM, hits read low; hit rate 0.15% among 340,000; AID 540267; in the data active means activity change below about -80%; inconclusive means between about -30% and that limit;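 further: parasites exposed to compound for two days anaerobically before the ATP read; on the % scale 0 is the no-effect control and ±100 the full control effect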
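Trophozoites 100 cells/well + cpd; 48 hrs, 37 deg C, anaerobic. ATPLite 1-Step added, 15-30 min RT, luminescence read (ATP-based viability).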
Tb PFK inh: inhibitors of T. brucei phosphofructokinase; O15648; T. brucei PFK, ADP-Glo luminescence; Potency, µM (highest dose often 57.5 µM), for inactives: at the top dose activity, negative = inhibition, most hits filed as inhibitors; hit rate 0.17% among 330,000; AID 485367;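 further: potency means the concentration at half of the fitted maximal effect; 0% = uninhibited 1x PFK enzyme wells and -100% = no-enzyme wells; nearly all actives have a fitted effect of over 60% in size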
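Activity is normalized to no-enzyme wells (full inhibition) and 1.25 nM enzyme wells (no inhibition). Reaction: 0.5 mM F6P, 0.1 mM ATP, 45 min RT, ADP-Glo luminescence; concentration-response curves fitted and classed by quality.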
GALK inh: inhibitors of human galactokinase. Purified GALK, Kinase-Glo residual ATP luminescence. Potency, µM (doses to about 57.5 µM), for inactives: at the top dose activity change, negative = inhibition, usual class: inhibitors. hit rate 0.007% among 270,000. AID 1868; further: potency means the concentration at half of the fitted maximal effect; on the % scale 0 is the no-effect control and ±100 the full control effect
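Human GALK (5 nM) with 35 uM ATP and 100 uM galactose in 20 mM HEPES pH 8.0, 5 mM MgCl2, 60 mM NaCl, 1 mM DTT, 0.01% BSA. After 1 h at room temperature, leftover ATP was read by Kinase-Glo Plus luminescence.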
AT treatment: potential ataxia-telangiectasia treatment. […] A-T fibroblasts, KAP-1 phosphorylation AlphaLISA; neocarzinostatin DNA damage 30 min before lysis. Potency, µM (highest dose often 57.5 µM), for inactives: at the top dose activation, hits mostly activators. hit rate 0.19% among 320,000; further: potency means the concentration at half of the fitted maximal effect; % of control where 0% means no effect; nearly all actives have a fitted effect of over 45% in size
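ATM-like activity read as KAP-1 phosphorylation via AlphaLISA donor/acceptor antibody pairs after lysis and 6 hr at 25C. Cells were ATM-null patient fibroblasts ([…], hTERT), dosed 60 min, then exposed to the DSB inducer NCS for 30 min.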
* hit, by the source's call; [ ] = another dose, or the depositor's remark. Unless noted, the call rests on the fitted dose curve; in most records, active means well fitted curve in the direction sought with a large enough effect; inconclusive means small, poorly fitted or top-dose-only effect, or another doubt; inactive means no such curve, though single readings can be large; an effect the other way counts as inactive or inconclusive.

Screening Cc1ccc(NS(=O)(=O)c2ccc(CCC(=O)NCCCOC(C)C)cc2)cc1 returned TSHR antagonist 6, Coupling enz 3, KCNH2 WT inh -43, MLL CXXC-DNA inh 0%, Chronic BCR inh 4%, TCR activator -1%[46.1 µM], Giardia killer 2, Tb PFK inh -4%, GALK inh 3% and AT treatment -4%.
CSc1nc(-c2ccccc2)nc(NC(C)=O)c1C(C)=O was read as TSHR antagonist -2, Coupling enz 0, KCNH2 WT inh 0, MLL CXXC-DNA inh 8%, Chronic BCR inh 11%, TCR activator -12%, Giardia killer 5, Tb PFK inh -4%, GALK inh 0% and AT treatment -10%.
O=C(OCC#CCSc1nc2ccccc2o1)c1cc2ccccc2o1 was read as TSHR antagonist 9, Coupling enz 0, KCNH2 WT inh -4, MLL CXXC-DNA inh 1%, Chronic BCR inh 6%, TCR activator 2%[46.1 µM], Giardia killer -30, Tb PFK inh 3%, GALK inh 0% and AT treatment 7%.
Screening Cc1cc(C)n(-c2ncnc3c2oc2ccccc23)n1 returned TSHR antagonist 2, Coupling enz 2, KCNH2 WT inh -17, MLL CXXC-DNA inh 8%, Chronic BCR inh inconclusive, TCR activator 1%, Giardia killer -5, Tb PFK inh 3%, GALK inh 18% and AT treatment 2%.
`CCN(CCNC(=O)C1CCCN(S(=O)(=O)c2cnc[nH]2)C1)c1ccccc1` (stereo not given) gave TSHR antagonist 3, Coupling enz 2, KCNH2 WT inh -5, MLL CXXC-DNA inh 19%, Chronic BCR inh 1%, TCR activator -1%, Giardia killer -19, Tb PFK inh -2%, GALK inh 4% and AT treatment 5%.
CCOc1ccc(C2/C(=C(\O)c3ccc4c(c3)OCCO4)C(=O)C(=O)N2CCN2CCOCC2)cc1OC (stereo not given) was read as TSHR antagonist 17, KCNH2 WT inh 14, MLL CXXC-DNA inh 0%, Chronic BCR inh 0%, TCR activator 14%, Giardia killer -25, Tb PFK inh 2%, GALK inh -7% and AT treatment -3%.
Screening COc1ccc(S(=O)(=O)N(C)C[C@@H]2Oc3c(NS(=O)(=O)c4cn(C)cn4)cccc3C(=O)N([C@@H](C)CO)C[C@@H]2C)cc1 returned TSHR antagonist 25, KCNH2 WT inh 7, Chronic BCR inh -4%, TCR activator -4%, Giardia killer -2, Tb PFK inh 1% and AT treatment 13%.
`COC(=O)CNC(=O)COC(=O)c1cc(F)c(F)cc1Cl` gave TSHR antagonist -5, Coupling enz 6, KCNH2 WT inh -5, MLL CXXC-DNA inh 8%, Chronic BCR inh 13%, TCR activator -5%, Giardia killer 22, Tb PFK inh -2%, GALK inh -4% and AT treatment -2%.
Screening COc1ccc2nc(SCC(=O)Nc3c(C)cc(C)cc3C)[nH]c2c1 returned TSHR antagonist -6, Coupling enz -1, KCNH2 WT inh 0, MLL CXXC-DNA inh -5%, Chronic BCR inh inconclusive, TCR activator -5%, Giardia killer -3, Tb PFK inh 0%, GALK inh -2% and AT treatment 0%.
Screening CC1Cc2ccccc2N1C(=O)Cn1cnc2ccccc21 (stereo not given) returned TSHR antagonist 2, Coupling enz 1, KCNH2 WT inh 2, MLL CXXC-DNA inh 9%, Chronic BCR inh 0%, TCR activator 5%, Giardia killer -27, Tb PFK inh -7%, GALK inh 1% and AT treatment 1%.
C=CCn1c(SCC(=O)c2c(C)[nH]c3ccccc23)nnc1-c1ccncc1 was read as TSHR antagonist -7, Coupling enz 0, KCNH2 WT inh -2, MLL CXXC-DNA inh 0%, Chronic BCR inh 5%, TCR activator 1%, Giardia killer -17, Tb PFK inh inconclusive, GALK inh 3% and AT treatment -2%.
`O=C(NCCC1=CCCCC1)C1CCC(CNc2c(N3CCCC3)c(=O)c2=O)CC1` (stereo not given) gave TSHR antagonist -6, Coupling enz 0, KCNH2 WT inh 0, MLL CXXC-DNA inh 5%, Chronic BCR inh -1%, TCR activator 7%, Giardia killer 9, Tb PFK inh 8% and AT treatment 5%.
Screening CCn1c(-c2csc3c2CCC(C)C3)n[nH]c1=S (stereo not given) returned TSHR antagonist -21, Coupling enz -1, KCNH2 WT inh -6, MLL CXXC-DNA inh -1%, Chronic BCR inh -18%, TCR activator 1%[46.1 µM], Giardia killer 8, Tb PFK inh 24%, GALK inh -2% and AT treatment 5%.
COc1ccc(NS(=O)(=O)c2cc3c(cc2C)N(C(C)=O)CCO3)cc1OC was read as TSHR antagonist 3, Coupling enz 1, KCNH2 WT inh 1, Chronic BCR inh 1%, TCR activator 1%, Giardia killer 5, Tb PFK inh -2% and AT treatment 4%.
For Cc1ccc(CNC(=O)C2CCN(S(=O)(=O)N3CCCCC3)CC2)cc1 the results were TSHR antagonist 0, Coupling enz 2, KCNH2 WT inh 1, MLL CXXC-DNA inh 4%, Chronic BCR inh inconclusive, TCR activator 2%, Giardia killer 4, Tb PFK inh -3%, GALK inh 7% and AT treatment -2%.

Random excerpt: 2 records from the list, in no set order.
`COC(=O)CNC(=O)COC(=O)c1cc(F)c(F)cc1Cl` gave TSHR antagonist -5, Coupling enz 6, KCNH2 WT inh -5, MLL CXXC-DNA inh 8%, Chronic BCR inh 13%, TCR activator -5%, Giardia killer 22, Tb PFK inh -2%, GALK inh -4% and AT treatment -2%.
O=C(OCC#CCSc1nc2ccccc2o1)c1cc2ccccc2o1 was read as TSHR antagonist 9, Coupling enz 0, KCNH2 WT inh -4, MLL CXXC-DNA inh 1%, Chronic BCR inh 6%, TCR activator 2%[46.1 µM], Giardia killer -30, Tb PFK inh 3%, GALK inh 0% and AT treatment 7%.

(cont.)
`O=c1ncn(-c2cccc(F)c2)c2ncccc12` gave TSHR antagonist 36, Coupling enz -1, KCNH2 WT inh 19, MLL CXXC-DNA inh inconclusive, Chronic BCR inh 0%, TCR activator -1%, Giardia killer -14, Tb PFK inh -2%, GALK inh -1% and AT treatment 0%.
For CCOC(=O)N1CCN(C(=O)C(NC(=O)c2ccc(CC)cc2)C(C)C)CC1 (stereo not given) the results were TSHR antagonist 27, Coupling enz -5, KCNH2 WT inh 1, MLL CXXC-DNA inh -5%, Chronic BCR inh -10%, Giardia killer 25, Tb PFK inh 0%, GALK inh 1% and AT treatment 7%.
Screening COc1ccc(C(=O)NCc2ccc(N3CCN(C(=O)OC(C)(C)C)CC3)cc2)cc1 returned TSHR antagonist -6, Coupling enz 8, KCNH2 WT inh 6, MLL CXXC-DNA inh 12%, Chronic BCR inh 1%, TCR activator 1%, Giardia killer -17, Tb PFK inh -5%, GALK inh -2% and AT treatment 0%.
For COc1cc(C2CC(=O)Oc3cc(O)ccc32)cc(OC)c1OC (stereo not given) the results were TSHR antagonist -6, Coupling enz 0, KCNH2 WT inh -19, Chronic BCR inh -2%, TCR activator 3%[46.1 µM], Giardia killer -16, Tb PFK inh 2% and AT treatment -33%.
`CCC(=O)N1CCCc2cc(S(=O)(=O)N3CCCc4ccccc43)ccc21` gave TSHR antagonist -8, Coupling enz 2, KCNH2 WT inh 20, MLL CXXC-DNA inh 1%, Chronic BCR inh -3%, TCR activator -1%, Giardia killer -8, Tb PFK inh 0%, GALK inh -1% and AT treatment -2%.
For Cc1cc(C)c(C#N)c(SCC(=O)Nc2ccccc2C(N)=O)n1 the results were TSHR antagonist 13, Coupling enz -1, KCNH2 WT inh -9, MLL CXXC-DNA inh -2%, Chronic BCR inh 0%, TCR activator 2%, Giardia killer -12, Tb PFK inh -1%, GALK inh 6% and AT treatment 4%.
`COC(=O)c1sc(N2C(=O)C(=O)/C(=C(/O)c3ccccc3)C2c2ccco2)nc1C` (stereo not given) gave TSHR antagonist -16, Coupling enz 7, KCNH2 WT inh 0, MLL CXXC-DNA inh 2%, Chronic BCR inh inconclusive, TCR activator -2%[46.1 µM], Giardia killer -11, Tb PFK inh 1% and AT treatment 2%.
For O=C1/C(=C/c2cccs2)SC(=S)N1c1cccc(O)c1 the results were TSHR antagonist -9, Coupling enz 2, KCNH2 WT inh -5, MLL CXXC-DNA inh 12%, Chronic BCR inh inconclusive, TCR activator -1%, Giardia killer 0, Tb PFK inh -4%, GALK inh -6% and AT treatment -1%.
`Cc1ccc(NC(=O)CCc2nc3sc4c(c3c(=O)[nH]2)CCCC4)nc1` gave TSHR antagonist -2, KCNH2 WT inh 8, Chronic BCR inh 1%, Giardia killer -7, Tb PFK inh -24% and AT treatment 6%.
Screening Cc1cc(OCC(O)CN2C(C)CCCC2C)ccc1C(C)C (stereo not given) returned TSHR antagonist 9, Coupling enz 1, KCNH2 WT inh -11, MLL CXXC-DNA inh 10%, Chronic BCR inh inconclusive, TCR activator -8%, Giardia killer 1, Tb PFK inh 9%, GALK inh 0% and AT treatment -2%.
